PfHsp40 rescue – compounds rescuing yeast from Plasmodium falciparum HSP40 toxicity; S. cerevisiae expressing PfHsp40, growth rescue, ATP luminescence; growth rescue, % at 12.5 µM; 0.68% of 340,000 active; AID 504582; in the data active = growth rescue above about 28%, passing the limit was not always enough; inconclusive = no clear call, values can overlap the other calls;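 also: yeast W303a lacking pdr1 and pdr3 grown in galactose medium; growth measured after three days at 30 °C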
Anthrax LF inh2 – anthrax lethal factor protease inhibition | 0.12% of 360,000 active | inhibition, % at 10 µM | multiplex microsphere protease cleavage assay, LF | AID 588501 | P15917; also: plate controls were buffer without enzyme for full effect and enzyme alone for no effect
FadD28 FP inh – inhibitors of Mycobacterium tuberculosis FadD28 bisubstrate binding. inhibition, % at 12.5 µM. AID 588549. FadD28 bisubstrate probe binding, fluorescence polarization. 0.22% of 360,000 active; in the data active = inhibition above about 8.5%, passing the limit was not always enough; inconclusive = no clear call, values can overlap the other calls
GDH-TPI counter – GDH-TPI coupled enzyme inhibition counter-screen | GDH-TPI coupled enzyme counterscreen, NADH absorbance | inhibition, % at 4.8 µM | 1.2% of 360,000 active | AID 588335; in the data active = inhibition above about 30%;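 also: 0% = DMSO wells and 100% = wells lacking the enzyme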
BoNT A protease – BoNT A light chain protease inhibition; 0.17% of 360,000 active; multiplex microsphere protease substrate cleavage, flow cytometry; inhibition, % at 10 µM; AID 588499; also: plate controls were buffer without enzyme for full effect and enzyme alone for no effect
UGM FP inh – inhibitors of M. tuberculosis UDP-galactopyranose mutase; P9WIQ1; AID 504406; 0.06% of 320,000 active; purified UGM, fluorescence polarization probe displacement; inhibition, % at 10 µM; in the data active = inhibition above about 10%, passing the limit was not always enough; inconclusive = no clear call, values can overlap the other calls
Target sequence (P9WIQ1 whole entry, looked up): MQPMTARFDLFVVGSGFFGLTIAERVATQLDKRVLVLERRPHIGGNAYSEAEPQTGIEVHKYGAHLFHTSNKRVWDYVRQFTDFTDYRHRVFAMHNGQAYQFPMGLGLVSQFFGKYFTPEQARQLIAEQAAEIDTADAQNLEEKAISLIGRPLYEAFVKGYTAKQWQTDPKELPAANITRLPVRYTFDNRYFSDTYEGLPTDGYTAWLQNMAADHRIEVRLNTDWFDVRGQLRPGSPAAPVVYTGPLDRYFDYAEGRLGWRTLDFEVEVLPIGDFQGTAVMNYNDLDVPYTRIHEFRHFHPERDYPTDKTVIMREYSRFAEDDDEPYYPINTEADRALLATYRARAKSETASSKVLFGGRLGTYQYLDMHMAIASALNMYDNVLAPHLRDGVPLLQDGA
Mtb FBA inh – Mtb fructose-bisphosphate aldolase inhibition | P9WQA3 | purified M. tuberculosis FBA, fluorescence read-out | inhibition, % at 1 µM | 2.3% of 360,000 active | AID 588726; in the data active = inhibition above about 27%;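 also: 0% = vehicle and 100% = reference inhibitor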
Target sequence (P9WQA3 whole entry, looked up): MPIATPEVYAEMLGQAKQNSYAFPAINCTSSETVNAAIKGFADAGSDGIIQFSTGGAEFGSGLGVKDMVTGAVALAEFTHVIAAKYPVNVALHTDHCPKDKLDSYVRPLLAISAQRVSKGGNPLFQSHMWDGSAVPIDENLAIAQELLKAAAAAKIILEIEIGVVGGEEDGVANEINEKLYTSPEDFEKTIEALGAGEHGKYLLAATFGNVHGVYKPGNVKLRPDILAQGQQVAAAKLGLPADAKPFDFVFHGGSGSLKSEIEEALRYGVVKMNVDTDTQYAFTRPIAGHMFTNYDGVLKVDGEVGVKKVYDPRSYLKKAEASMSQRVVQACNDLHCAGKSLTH
BioA inh – BioA (M. tuberculosis) enzyme inhibition; purified M. tuberculosis BioA enzyme, plate reader; inhibition, % at 9.99 µM; 0.096% of 360,000 active; AID 602481; in the data active = inhibition above about 40%; inconclusive = no clear call, values can overlap the other calls
BoNT F protease – inhibitors of Botulinum neurotoxin F light chain protease. 0.22% of 360,000 active. Multiplex microsphere protease cleavage assay, flow cytometry. inhibition, % at 10 µM; in the data active = inhibition above about 35%, passing the limit was not always enough; inconclusive = no clear call, values can overlap the other calls; also: plate controls were buffer without enzyme for full effect and enzyme alone for no effect
* = called active by the depositor; ? = inconclusive; · = no result given. Rule as the data show it, unless noted: active = inhibition above about 30%; inconclusive = no clear call, values can overlap the other calls; inactive = below that.

SMILES	PfHsp40 rescue	Anthrax LF inh2	FadD28 FP inh	GDH-TPI counter	BoNT A protease	UGM FP inh	Mtb FBA inh	BioA inh	BoNT F protease
Cc1nc(CCNC(=O)CC2C(=O)NCCN2Cc2ccccc2)sc1C (configuration not stated)	0.8	-1	-1.8	2	0.2	-0.2	6	-1.0	1
Cc1ccc(/C=C2/C(=O)c3ccc(C(=O)O)cc3C2=O)o1	45*	-16	5.7	-4	0.3	·	-5	·	-7
CC(=O)C(Sc1ccc2nnc(-c3ccncc3)n2n1)C(C)=O	-2.0	-8	-2.3	2	-0.7	1.2	2	-0.7	-13
Cc1cc(NC(=O)CCCN2C(=O)c3cccnc3C2=O)no1	-1.5	2	-3.0	7	-1.2	0.7	0	1.1	-13
N[C@@H](Cc1ccccc1)C(=O)N1CCOCC1	-0.6	-9	-0.3	7	-0.1	0.9	0	-1.4	-6
O=C(COC(=O)c1cnccn1)Nc1cccc2ccccc12	-1.6	-4	-1.0	-4	-1.1	1.1	1	-0.5	-14
O=C(O)COc1nsnc1N1CCOCC1	-0.8	-10	0.3	13	0.3	0.6	0	-1.0	-7
O=C1C2C(c3ccccc3)C=CC(c3ccccc3)C2C(=O)N1C1CCCCC1 (configuration not stated)	1.4	0	1.3	10	0.2	-1.7	0	-2.5	-3
O=C(c1ccccc1)c1ccc(-c2ccc(O)cc2)cc1	-0.2	-9	-3.0	14	-6.0	1.2	0	-0.9	?
Cc1ccccc1OCC(=O)NCC1CCCO1 (configuration not stated)	1.2	-4	-4.0	13	-0.5	0.3	2	-0.6	?
O=C(Nc1nc2ccccc2[nH]1)c1cccs1	6.1	-2	-1.3	13	-0.3	0.6	-3	-0.8	0
O=CC(=Cc1ccccc1)c1ccccc1	·	-5	-0.4	8	-0.4	·	-3	·	-3
COc1cc2c(cc1NC(=O)Nc1ccccc1)oc1ccccc12	?	4	-3.5	15	-1.0	-1.4	0	0.2	-4
Cc1ccc(C(=O)/C=C/Nc2ccc(S(=O)(=O)Nc3onc(C)c3C)cc2)cc1	0.1	0	-2.1	22	0.1	-0.6	0	·	-7
COCCN(C(=O)C1=COCCO1)c1c(N)n(CC(C)C)c(=O)[nH]c1=O	-0.6	3	-0.6	-4	0.6	-0.7	0	-1.1	3
COc1ccccc1C(=O)Nc1ccccc1N1CCOCC1	0.0	0	-2.6	6	-0.1	-1.0	-4	2.0	-1
COc1cccc2cc(C(=O)N3CCN(c4ccccn4)CC3)c(=O)oc12	1.1	3	-2.0	6	0.1	-1.3	-3	-1.2	14
O=C(CCNS(=O)(=O)c1ccccc1)NCC1CCCCC1	-0.1	-4	-1.7	-6	-1.3	·	3	·	2
O=C(COc1ccc(/C=N/NC(=O)C(=O)N2CCCCC2)cc1)Nc1ccccc1Cl	-0.8	-2	-1.6	2	0.5	0.0	3	·	1
CC(C)Oc1cccc(C(=O)C2CCCN(S(C)(=O)=O)C2)c1 (configuration not stated)	-1.8	0	-0.2	4	-0.4	-0.4	2	·	-1
O=C(NCc1ccco1)C1CC(O)CN1C(=O)Nc1ccccc1 (configuration not stated)	-1.5	-2	-1.9	2	1.0	-0.8	1	-1.6	1
O=C1NCCc2c1[nH]c1c(Cl)ccc(Cl)c21	2.7	-7	-0.2	6	-0.2	4.1	0	-0.3	-12
O=C(C1CCCO1)N1CCN(C(=S)Nc2ccccc2Cl)CC1 (configuration not stated)	-1.5	-1	-2.2	8	0.2	3.0	3	0.6	6
Cc1ccsc1CN(C)CC(=O)Nc1cccc(S(=O)(=O)N(C)c2ccccc2)c1	-0.5	-9	-3.1	-5	-3.6	·	1	·	-5
O=C1C=C(c2cc(F)ccc2F)C[C@@H](c2ccc(Cl)cc2)C1	10	-7	1.3	-15	0.5	4.3	-2	0.7	-3

Exported field by field: part of the list above
smiles: O=C(Nc1nc2ccccc2[nH]1)c1cccs1
- PfHsp40 rescue: 6.1
- Anthrax LF inh2: -2
- FadD28 FP inh: -1.3
- GDH-TPI counter: 13
- BoNT A protease: -0.3
- UGM FP inh: 0.6
- Mtb FBA inh: -3
- BioA inh: -0.8
- BoNT F protease: 0

smiles: Cc1cc(NC(=O)CCCN2C(=O)c3cccnc3C2=O)no1
- PfHsp40 rescue: -1.5
- Anthrax LF inh2: 2
- FadD28 FP inh: -3.0
- GDH-TPI counter: 7
- BoNT A protease: -1.2
- UGM FP inh: 0.7
- Mtb FBA inh: 0
- BioA inh: 1.1
- BoNT F protease: -13

smiles: Cc1ccsc1CN(C)CC(=O)Nc1cccc(S(=O)(=O)N(C)c2ccccc2)c1
- PfHsp40 rescue: -0.5
- Anthrax LF inh2: -9
- FadD28 FP inh: -3.1
- GDH-TPI counter: -5
- BoNT A protease: -3.6
- UGM FP inh: ·
- Mtb FBA inh: 1
- BioA inh: ·
- BoNT F protease: -5

smiles: O=C(C1CCCO1)N1CCN(C(=S)Nc2ccccc2Cl)CC1 (configuration not stated)
- PfHsp40 rescue: -1.5
- Anthrax LF inh2: -1
- FadD28 FP inh: -2.2
- GDH-TPI counter: 8
- BoNT A protease: 0.2
- UGM FP inh: 3.0
- Mtb FBA inh: 3
- BioA inh: 0.6
- BoNT F protease: 6

The main list resumes, repeating the 3 entries before the break.
SMILES	PfHsp40 rescue	Anthrax LF inh2	FadD28 FP inh	GDH-TPI counter	BoNT A protease	UGM FP inh	Mtb FBA inh	BioA inh	BoNT F protease
O=C(C1CCCO1)N1CCN(C(=S)Nc2ccccc2Cl)CC1 (configuration not stated)	-1.5	-1	-2.2	8	0.2	3.0	3	0.6	6
Cc1ccsc1CN(C)CC(=O)Nc1cccc(S(=O)(=O)N(C)c2ccccc2)c1	-0.5	-9	-3.1	-5	-3.6	·	1	·	-5
O=C1C=C(c2cc(F)ccc2F)C[C@@H](c2ccc(Cl)cc2)C1	10	-7	1.3	-15	0.5	4.3	-2	0.7	-3
Cc1ccc(Cl)cc1NC(=O)CCn1cccc1	-0.3	4	-1.6	-6	3.3	-0.5	1	0.6	0
COc1ccc(N2Cc3ccccc3C2=NC(=O)c2ccc(C)cc2)cc1OC	-1.6	-2	-0.9	-1	-0.1	1.1	2	3.1	-5
Cc1ccc(NC(=O)CSc2ncc(-c3ccccc3)n2C(=O)c2ccccc2)cc1	1.9	-6	-5.5	0	-1.9	0.8	-2	-0.5	-2
Cc1c(C(=O)N2CCN(c3ncccn3)CC2)oc2c(Cl)cccc12	-0.3	-4	-1.0	6	-0.1	-1.5	5	·	-3
O=C1CSC(=S)N1c1cccc(F)c1	-2.3	9	-1.9	5	-1.6	3.8	0	-0.6	?
CC(C)(C)OC(=O)NCCC(=O)N/N=C/c1ccc2ncccc2c1	2.3	-20	-0.3	3	?	0.5	2	-0.5	?
O=C(C1CCC1)N1CCc2cc(S(=O)(=O)N3CCCCC3)ccc21	0.1	-7	-1.1	7	0.7	0.2	-3	-1.1	2
CCn1c(CNC(=O)Cc2ccc(OC)cc2)nnc1SCC(=O)c1ccccc1	-0.2	1	2.6	5	0.4	·	6	·	-3
CN(C)C(=O)c1cc(C(=O)c2ccc(C(F)(F)F)cc2F)c[nH]1	0.5	-2	2.8	-3	0.1	-2.6	-5	·	1
Cc1ccc(OCc2n[nH]c(=S)n2-c2ccc(Br)cc2)cc1	-0.2	19	?	12	-2.8	0.6	4	3.9	?
COc1ccc(CNC(=O)c2cccc(NC(=O)c3ccccc3)c2)cc1	0.0	0	-0.9	11	4.2	1.2	1	·	40*
CC(C)Sc1nnc([C@@H]2CCCN2C(=O)OC(C)(C)C)o1	0.3	-3	-3.3	-1	-0.2	0.8	-2	-2.0	-4
O=C(COC(=O)c1ccc(F)c(S(=O)(=O)N2CCOCC2)c1)NCc1ccc2c(c1)OCO2	-0.1	0	-2.0	5	-0.4	1.2	3	-1.9	-8
O=C1CCc2cc(S(=O)(=O)NC(Cc3ccccc3)C(=O)NCCC3=CCCCC3)ccc2N1 (configuration not stated)	-0.5	-7	-3.2	-6	-0.4	-0.6	0	0.1	-5
CCOc1ccc(C(CCc2ccccc2)NC(=O)c2ccccc2OC)cc1OCC (configuration not stated)	0.2	-1	-1.4	6	-1.5	1.3	-2	-2.2	-6
Cc1cccc(C(=O)NNC(=O)C2CC2)c1	0.7	3	-1.1	-12	0.3	0.1	1	-0.6	2
O=C(Nc1ccccc1-c1nnn(CC(=O)N2CCOCC2)n1)c1ccc(F)cc1	-0.3	-2	-0.6	5	-0.2	0.9	-1	·	-2
CN1C(=O)c2ccccc2Sc2ccc(C(=O)N3CCC4(CC3)OCCO4)cc21	-0.6	-4	-1.2	-2	2.8	-3.5	-2	-0.1	2
CCCC(=O)NCc1ccccc1Cl	0.1	-5	0.0	5	-0.1	2.6	2	·	-1
C[C@@H]1CCCCCCCCC(=O)OCCN(C(=O)OC(C)(C)C)[C@H](C)CCCCCCCCC(=O)OCCN1C(=O)OC(C)(C)C	0.4	5	-1.9	6	0.1	-0.4	-1	-2.2	-1
CCN(CC)S(=O)(=O)c1ccc2c(c1)oc(=O)n2CC(=O)NC1CCCCC1	-0.2	-1	0.9	1	2.8	-4.3	-3	·	-1
Cc1nnc(SCC(=O)Nc2cccnc2Cl)s1	0.2	0	-0.2	1	-1.1	-0.8	3	·	-1
Cc1ccc(S(=O)(=O)N(C)c2ccc(C(=O)NCC(c3ccco3)N(C)C)cc2)cc1 (configuration not stated)	-0.2	3	-1.5	-4	-0.1	-2.9	6	-1.2	-4
O=S(=O)(Nc1nc2ccccc2nc1NCc1ccco1)c1ccc(Cl)cc1	-0.7	-5	2.5	10	0.7	0.5	2	-2.3	-3
c1ccc(C2CN3CCC2CC3)cc1 (configuration not stated)	·	·	-0.5	-3	·	1.1	4	0.1	·

(list continues)
SMILES	PfHsp40 rescue	Anthrax LF inh2	FadD28 FP inh	GDH-TPI counter	BoNT A protease	UGM FP inh	Mtb FBA inh	BioA inh	BoNT F protease
COc1ccccc1CNC(=O)[C@H](C)NC(=O)C1CCN(C(=O)[C@@H]2CCCN2C(=O)OC(C)(C)C)CC1	16	5	-2.2	-11	-0.4	1.6	1	0.2	-5
CCCCCCOC(=O)C(C#N)c1nc2ccccc2nc1N1CCN(CC)CC1 (configuration not stated)	0.3	-3	-4.0	-4	1.9	-1.2	-1	0.8	6
Cn1cc(S(=O)(=O)NC2CCCCC2)c(=O)n(C)c1=O	-0.2	0	-5.3	0	1.1	-2.9	-2	·	7
CC(C)=C1C2C=CC1C(C(=O)Nc1cc(C)ccc1C)C2C(=O)O (configuration not stated)	-0.9	-1	-0.2	6	-0.3	0.5	3	-1.1	4
COc1ccc(N2C(=O)C(Cl)=C(N3CCOCC3)C2=O)cc1	-1.8	·	0.1	19	·	4.1	-2	2.7	·
C#CCN(CC=C)C(=O)c1ccc(OC2CCN(S(=O)(=O)N(C)C)CC2)cc1	-0.2	6	0.4	-6	-2.3	3.0	0	0.6	23
CCc1cc2c(-n3nc(C)cc3C)ncnc2s1	-1.6	-3	-1.8	-2	-1.5	-5.2	0	-1.7	-14

Screening results (PubChem)
